Screening results as filed in PubChem BioAssay.
RAD54 inh: RAD54 (human) branch migration inhibition; Q92698; RAD54 Holliday junction branch migration, FAM/BHQ fluorescence; inhibition, % at 10.4 µM; 0.14% of 360,000 active; AID 602329;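 active = mean normalized replicate activity at least 40 and at least half of replicates scoring 40 or more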;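 also: 0% = median of neutral control wells and 100% = median of positive control wells; inhibitors cause a drop in the FAM fluorescence signal; in these data hits start at about 50%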
Target sequence (Q92698 whole entry, looked up): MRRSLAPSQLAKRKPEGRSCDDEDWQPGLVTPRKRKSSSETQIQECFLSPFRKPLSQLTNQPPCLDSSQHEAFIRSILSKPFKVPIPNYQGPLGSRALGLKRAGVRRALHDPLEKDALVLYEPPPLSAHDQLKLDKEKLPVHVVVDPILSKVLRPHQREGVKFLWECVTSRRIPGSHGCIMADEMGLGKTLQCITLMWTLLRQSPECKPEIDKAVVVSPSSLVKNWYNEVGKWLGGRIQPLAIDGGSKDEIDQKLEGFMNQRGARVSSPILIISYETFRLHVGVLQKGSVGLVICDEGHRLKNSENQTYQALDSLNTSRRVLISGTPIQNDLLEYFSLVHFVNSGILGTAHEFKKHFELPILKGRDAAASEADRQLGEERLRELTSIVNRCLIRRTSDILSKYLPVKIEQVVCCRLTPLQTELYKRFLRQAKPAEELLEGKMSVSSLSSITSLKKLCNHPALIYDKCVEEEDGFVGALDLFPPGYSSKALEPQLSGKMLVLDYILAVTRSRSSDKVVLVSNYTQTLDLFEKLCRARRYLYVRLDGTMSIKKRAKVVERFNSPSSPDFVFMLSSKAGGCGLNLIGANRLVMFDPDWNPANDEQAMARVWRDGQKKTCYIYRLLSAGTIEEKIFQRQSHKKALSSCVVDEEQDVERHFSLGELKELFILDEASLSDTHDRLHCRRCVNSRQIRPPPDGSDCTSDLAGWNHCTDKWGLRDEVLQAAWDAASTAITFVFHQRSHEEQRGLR
ARNT TACC3 PPI: disrupts binding between human ARNT and TACC3; Q9Y6A5; AlphaScreen His-ARNT PAS-B/GST-TACC3 binding, luminescence; TACC3 fragment carries E629A point mutation; inhibition, % at 9.99 µM; 0.66% of 390,000 active;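 active = mean inhibition of replicates at least 50% and at least half of replicates each reaching 50%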;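 also: 0% = complete ARNT plus TACC3 wells and 100% = ARNT alone without TACC3; many hits fall short of the cut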
PglD inh: blocks C. jejuni PglD acetyltransferase activity; purified PglD enzyme, DTNB colorimetric CoA detection; inhibition, % at 12.5 µM; 0.098% of 360,000 active; in the data active = inhibition above about 16%, passing the limit was not always enough; also: strong numbers were not always called active
* hit, by the source's call. This is a subset, so the mix of outcomes need not match the whole.

Order of results: RAD54 inh, ARNT TACC3 PPI, PglD inh
(1) Cc1ccc(-c2noc(CCC(=O)NCCCN3CCN(c4ccc(F)cc4)CC3)n2)cc1
→ 1, 2, 1
(2) O=C(C1CC1)N1CCCCN2[C@@H](CO)[C@@H](c3ccc(-c4ccncc4)cc3)[C@@H]2C1
→ 7, 1, 4
(3) CC1CCCN(c2cc3c(cc2[N+](=O)[O-])C(=O)N(c2ccccc2)C3=O)C1 (centres undefined)
→ 5, -5, -5
(4) Cc1ccc(Cn2nc(C)c(NC(=O)CCCn3nc([N+](=O)[O-])c(Cl)c3C)c2C)cc1
→ 2, -7, -3
(5) COC(=O)N/N=C/c1ccc(OCCSc2ccc(Cl)cc2)c(OC)c1
→ -1, -4, -14
(6) Cc1nc2c(cc(Oc3ccc(S(=O)(=O)N4CCOCC4)cn3)c3ccsc32)s1
→ -7, 3, 2
(7) CN(C)c1ccc(/C=C(\C#N)c2ccccn2)cc1
→ -18, 6, -17
(8) NC(=O)COC(=O)c1ccccc1Nc1ccc(SC(F)F)cc1
→ -1, 0, -4
(9) CCCCOc1ccc(CC(=O)NCC(=O)O)cc1
→ -6, -41, 23*
(10) CCCOCC1CC2(CC(C)(c3csc(N)n3)OC2=O)C(=O)O1 (centres undefined)
→ 5, 4, -9
(11) O=c1oc2ccccc2c(N2CCCCC2)c1CN1CCCCC1
→ -5, -2, -142
(12) CCOc1ccc(-n2cc(C(=O)NCc3ccco3)c3cc(OC)c(OC)cc3c2=O)cc1
→ -1, -1, -4
(13) CC(C)Oc1ccc(C2CC(=O)NC3=C2C(=O)CCC3)cc1 (centres undefined)
→ 8, -1, 0
(14) CCCCCNc1nc(N2CCCC2)c2c(c1C#N)CCN(C)C2
→ 13, 3, -2
(15) Oc1ccc(C2C(c3ccccc3)=NN=C(c3ccccc3F)N2O)c(O)c1 (centres undefined)
→ -6, -3, -3

PglD inh: entries above that show a hit.
| entry | SMILES | ARNT TACC3 PPI | PglD inh |
| --- | --- | --- | --- |
| 9 | CCCCOc1ccc(CC(=O)NCC(=O)O)cc1 | -41 | 23* |

(continued)
Order of results: RAD54 inh, ARNT TACC3 PPI, PglD inh
(16) COc1ccc(-c2noc(CCC(=O)N3CCN(c4cccc(C(F)(F)F)c4)CC3)n2)cc1
→ -6, -26, -1
(17) COc1cc2c(c(OC)c1OC)CC(=O)N(C)CC2
→ 4, -6, 2
(18) COc1ccccc1C#Cc1ccc([C@H]2[C@@H](CO)N3CCCCN(C(=O)C4CCCC4)C[C@H]23)cc1
→ -10, 16, 2
(19) O=C(Nc1ncc2c(n1)CC(c1ccco1)CC2=O)c1ccccc1 (centres undefined)
→ 2, -8, -9
(20) CC1(C)CC(=O)C(=C2SCCCS2)C(=O)C1
→ -3, 0, 2
(21) CCOC(=O)CCCn1ncn2c(cc3occc32)c1=O
→ 4, -3, -3
(22) COCCNC(=S)Nc1ccc2nc(N3CCCC3)cc(C)c2c1
→ 38, -2, 4
(23) Cc1ccc(NC(=O)Cn2cnc3c(=O)n(C)c(=O)n(C)c32)c(C)c1
→ -2, 3, -3
(24) Cc1ccc(-c2nc3ccccc3o2)cc1NC(=O)c1ccc2c(c1)OCO2
→ -14, -9, 1
(25) O=C(OCC(=O)N1CCc2ccccc2C1)c1ccc(N2CCOCC2)c([N+](=O)[O-])c1
→ 3, 18, 0
(26) CCN(CC)S(=O)(=O)c1ccc(N2CCCC2)c(C(=O)Nc2ccc(OC)c(Cl)c2)c1
→ 1, -3, 7
(27) CCCN1CNC(=S)N(c2ccc(C(=O)OCC)cc2)C1
→ -2, 20, 1
(28) O=c1c(Cl)c(NCc2ccc(F)cc2)cnn1C12CC3CC(CC(C3)C1)C2
→ 6, 1, 5
(29) CCN(CC)C(=O)C1CC(=O)N(c2ccc(OC)cc2)C1c1ccc(OC)cc1 (centres undefined)
→ 9, 3, -3
(30) Cn1nnc2cc(C(=O)Nc3cccnc3)ccc21
→ -2, 9, 2

A draw from above in order of SMILES length, low to high:
Order of results: RAD54 inh, ARNT TACC3 PPI, PglD inh
(20) CC1(C)CC(=O)C(=C2SCCCS2)C(=O)C1
→ -3, 0, 2
(19) O=C(Nc1ncc2c(n1)CC(c1ccco1)CC2=O)c1ccccc1 (centres undefined)
→ 2, -8, -9
(28) O=c1c(Cl)c(NCc2ccc(F)cc2)cnn1C12CC3CC(CC(C3)C1)C2
→ 6, 1, 5

Profiles as entered above:
CCN(CC)C(=O)C1CC(=O)N(c2ccc(OC)cc2)C1c1ccc(OC)cc1 (centres undefined) is entered as RAD54 inh: 9; ARNT TACC3 PPI: 3; PglD inh: -3
O=C(OCC(=O)N1CCc2ccccc2C1)c1ccc(N2CCOCC2)c([N+](=O)[O-])c1 is entered as RAD54 inh: 3; ARNT TACC3 PPI: 18; PglD inh: 0

The listing continues.
Order of results: RAD54 inh, ARNT TACC3 PPI, PglD inh
(31) CCc1ccc(NC(=O)Cn2c(=O)n(CCCC(=O)NCc3ccco3)c(=O)c3ccccc32)cc1
→ -1, -2, 0
(32) COc1ccc(OC)c(NC(=O)/C=C/c2ccccc2[N+](=O)[O-])c1
→ 7, -4, -5
(33) Nc1nnc(CC(=O)N/N=C/c2cccc(OCCOc3ccccc3)c2)s1
→ -8, 0, -1
(34) COC(=O)c1ccc(NC(=O)C2CCCN2S(=O)(=O)c2ccc(F)cc2)cc1 (centres undefined)
→ -1, 0, -4
(35) CCc1ccc(NC(=O)C(NS(=O)(=O)c2cccc3nsnc23)c2ccccc2)cc1 (centres undefined)
→ 2, 0, -6
(36) CCOc1cc(/C=N/NC(N)=S)cc(Br)c1OCc1ccccc1C
→ 0, -1, -1
(37) COc1ccc(-c2nc3ccncc3[nH]2)cc1OC
→ -4, -2, 0
(38) CC1CN(CCOc2ccc([N+](=O)[O-])cc2)CC(C)O1 (centres undefined)
→ 3, -3, -3
(39) CC(C)CCC1CC(CSC(=N)N)OC1=O (centres undefined)
→ 3, -9, 5
(40) Cc1ccccc1-c1n[nH]c(=S)n1/N=C/c1c(C)nn(-c2ccccc2)c1C
→ 7, -1, -2
(41) COc1ccc(CN2C(=O)CN=C2Nc2ccc(C)cc2C)cc1
→ -3, -1, -6
(42) COc1ccc(N2CCN(C(=O)c3ccc4c(=O)n(CC5CCCO5)c(=O)[nH]c4c3)CC2)cc1 (centres undefined)
→ -5, 2, 3
(43) CC(C)N=C(Nc1ccc(Cl)cc1)c1cccnc1
→ 8, -3, -1
(44) Cn1cnnc1Sc1ccc(C(=O)OCC(=O)Nc2cc(Cl)cc(Cl)c2)cc1[N+](=O)[O-]
→ -7, 11, -5
(45) CC(C)c1nc(SCC(=O)Nc2cccc(S(N)(=O)=O)c2)n[nH]1
→ -6, -5, -4
(46) CC(C)(C)c1ccc(-c2csc(NC(=O)CN3C(=O)NC4(CCCCC4)C3=O)n2)cc1
→ -3, 0, -7
(47) C=C(C)CSc1nc2c(cc1C#N)CCC2
→ 1, -2, 1
(48) BrC(/C=N/Nc1nc(N2CCOCC2)nc(N2CCOCC2)n1)=C/c1ccccc1
→ -13, 6, 1
(49) Cc1cc(/C=N/n2cnnc2)c(O)c([N+](=O)[O-])c1
→ -7, -4, 2
(50) Cc1ccc(-c2nc3n(n2)Cc2ccccc2-3)cc1
→ -3, -3, -5
(51) Clc1ccc(CSc2nnc(-c3cccnc3)o2)cc1
→ -1, 9, 1
(52) CCCCn1cnc2c1c(=O)[nH]c(=O)n2CCCC
→ 4, -13, 3
(53) O=C(Nc1ccc(-c2nc3ccccc3c(=O)o2)cc1)c1ccco1
→ 1, 5, -13
(54) COc1ccc(CCN(Cc2cccs2)S(=O)(=O)c2ccc(-n3cnnn3)cc2)cc1OC
→ 4, -5, -6
(55) C=CCn1c(Br)nc2c1c(=O)[nH]c(=O)n2C
→ 0, -4, 4
(56) N#CCCn1ncc2ccccc21
→ -4, -1, -5
(57) O=C(N/N=C/C(Br)=C\c1ccccc1)c1ccc2nc[nH]c2c1
→ -11, 6, 1
(58) COc1ccc(-n2c(SC(C)C(=O)Nc3ncc(Cl)cc3Cl)nc3ccccc32)cc1 (centres undefined)
→ 8, -1, -5
(59) O=C(NCc1ccccn1)c1cn(-c2ccccc2)nc1-c1ccc(Cl)cc1
→ 1, 1, -2
(60) Cc1ccc(SCC(=O)N(Cc2nc(-c3ccccc3)no2)C(C)C)cc1
→ 0, -4, -134
(61) O=C(Cn1[nH]c(=O)c2ccccc2c1=O)NC1CCCCCC1
→ -3, -2, -2
(62) COc1ccc(Cl)cc1NC(=O)Cn1nc(-c2ccc(C)cc2)n(C)c1=S
→ -7, -1, 0
(63) CN(C)CCNc1oc(COc2ccc(Cl)cc2)nc1C#N
→ -21, 5, -10
(64) Cc1cc2n(n1)C(c1ccccc1)CC(c1ccc(Br)cc1)=N2 (centres undefined)
→ -15, -11, 5
(65) O=C(N/N=C/c1ccc(OC(=O)c2ccccc2Cl)cc1)c1ccccn1
→ 6, -6, -4
(66) Cc1cccc(C(=O)Oc2ccccc2C2C[C@]3(C)CC(=O)NC3N2C(=O)c2cccc(C)c2)c1 (some centres undefined)
→ -7, 0, 2
(67) Cc1nn(-c2ccccc2)c(Cl)c1/C=N\NC(=O)c1cnccn1
→ -3, -2, -1
(68) COCCCNC(=O)c1ccc(Cn2c(=O)c3ccccc3n(Cc3ccccc3C#N)c2=O)cc1
→ 3, -4, 3
(69) COc1cccc(-c2nc(N3CCCCC3C)c3ccccc3n2)c1O (centres undefined)
→ 5, 15, -8
(70) O=S1(=O)CC(O)C(Nc2ccccc2)C1 (centres undefined)
→ 8, -3, -1
(71) COc1ccc(NC(=O)Nc2nnc(-c3ccccc3SCc3ccccc3)s2)cc1
→ -8, -7, -11
(72) O=C(NCc1cccs1)c1cc2c(s1)CCCC2
→ 7, -2, 3
(73) O=C(COC(=O)C1CC2C=CC1C2)NCc1ccc(F)cc1 (centres undefined)
→ -2, -4, -3
(74) COc1ccc(CNC(=S)N/N=C/c2ccc(OC)c(OC)c2)cc1
→ -2, -2, 11
(75) COc1cccc(-c2cc(C(F)(F)F)n3ncc(C(=O)NCC4CCCO4)c3n2)c1 (centres undefined)
→ -14, -4, 5

Quoted from above: nos. 5 to 7
Order of results: RAD54 inh, ARNT TACC3 PPI, PglD inh
(5) COC(=O)N/N=C/c1ccc(OCCSc2ccc(Cl)cc2)c(OC)c1
→ -1, -4, -14
(6) Cc1nc2c(cc(Oc3ccc(S(=O)(=O)N4CCOCC4)cn3)c3ccsc32)s1
→ -7, 3, 2
(7) CN(C)c1ccc(/C=C(\C#N)c2ccccn2)cc1
→ -18, 6, -17

(further entries)
Order of results: RAD54 inh, ARNT TACC3 PPI, PglD inh
(76) O=C(O)c1ccc(N/N=C/c2ccc3ncccc3c2)cc1
→ -3, 19, -6
(77) CN=C(Nc1ccc(C(=O)OC)cc1)SC1CC(=O)N(c2ccccc2F)C1=O (centres undefined)
→ -11, 0, 4
(78) O=C(CNC(=O)C(c1ccccc1)c1ccccc1)OCC(=O)c1cccs1
→ 2, 7, 1
(79) Cc1c(C(=O)NCC2CCCO2)oc2ccc3c(c12)C(=O)CC(C)(C)O3 (centres undefined)
→ -1, -2, 5
(80) Cc1ccc(N/C(CSC(N)=O)=N/S(=O)(=O)c2ccccc2)cc1
→ 1, 2, -6
(81) N#Cc1c(N)nc2c(c1-c1ccc(Br)s1)CCCC2
→ -7, -10, -9
(82) COc1ccc(Cl)cc1NC(=O)CN(C1CCCCC1)S(C)(=O)=O
→ 0, 2, 0
